High-throughput results deposited in PubChem by several laboratories.
DNMT1 block = blocks human DNA methyltransferase DNMT1. DNMT1 molecular beacon, Hinp1I cleavage, fluorescence. inhibition (reported as % activation of signal), % at 10 µM. 360,000 tested, 0.83% active; in the data active = inhibition above about 50%
Scp1 inh = Scp-1 (human) phosphatase inhibition | AID 493091 | Recombinant Scp1, phosphopeptide, malachite green phosphate absorbance | 340,000 tested, 0.88% active | inhibition, % at 20 µM;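 active = inhibition above about 50% at 20 µM, limit read from the data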;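 also: plate controls were DMSO wells with enzyme for no effect and wells lacking enzyme for full effect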
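Test system: SCP-1 catalytic domain; Buffer or medium: Acidic Tris acetate buffer with magnesium and detergent; Also added: Phosphorylated 17-residue peptide substrate; Compound: single 20 µM dose, 1% DMSO; Schedule: enzyme reaction 45 min at room temperature, colour 5 min, stabilisation 30 min; Signal: Phosphate-binding colour reagent, absorbance read at 630 nm.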
CSN inh = inhibitors of human CSN-mediated cullin deneddylation; Purified CSN, SCF-Nedd8-OG deneddylation, fluorescence polarization; 360,000 tested, 0.38% active; inhibition, % at 12.5 µM;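 active = pattern-corrected inhibition above about 35%, with an unprinted fluorescence ratio check between 0.5 and 1.5, limit read from the data, passing the limit was not always enough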;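 also: 0% = enzyme with substrate and 100% = substrate without enzyme; some results filed as inactive read as strong as hits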
Target sequence (Q92905 whole entry, looked up, one chain of several): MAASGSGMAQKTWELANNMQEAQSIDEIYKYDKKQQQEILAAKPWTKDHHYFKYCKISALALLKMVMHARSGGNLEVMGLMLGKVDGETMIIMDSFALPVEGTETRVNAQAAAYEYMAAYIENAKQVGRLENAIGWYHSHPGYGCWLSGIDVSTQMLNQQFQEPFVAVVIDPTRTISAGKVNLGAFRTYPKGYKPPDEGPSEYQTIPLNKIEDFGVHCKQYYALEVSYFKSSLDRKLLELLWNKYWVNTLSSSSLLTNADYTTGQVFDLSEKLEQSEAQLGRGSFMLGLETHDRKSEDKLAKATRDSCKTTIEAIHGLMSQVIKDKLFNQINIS
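Test system: purified human Csn5 enzyme expressed in HEK293T cells. Amount: 0.24 nM enzyme. Reagent: SCFSkp2-Nedd8OG substrate at 10 nM final. Schedule: 90 min incubation of compound, enzyme and substrate at room temperature. Detection: fluorescence polarization. Read-out: % inhibition of substrate cleavage by Csn5.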
LMPTP inh = blocks human LMPTP phosphatase | P24666 | recombinant LMPTP-A, OMFP fluorogenic substrate, fluorescence intensity | inhibition, % at 20 µM | 360,000 tested, 0.22% active | AID 651560;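 active = compounds that cut the enzyme signal by at least half of the control window in the single-dose screen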;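 also: plate controls were DMSO wells with enzyme plus substrate for no effect and substrate without enzyme for full effect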
Target sequence (P24666 whole entry, looked up): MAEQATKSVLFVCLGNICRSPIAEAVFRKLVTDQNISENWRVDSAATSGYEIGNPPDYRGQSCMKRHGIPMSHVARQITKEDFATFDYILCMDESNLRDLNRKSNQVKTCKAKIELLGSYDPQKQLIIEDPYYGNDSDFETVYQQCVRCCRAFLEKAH
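Test system: LMPTP-A phosphatase enzyme. Amount: LMPTP-A at 0.625 nM final in the reaction. Reagent: OMFP substrate, 400 µM final. Times: 50 min at room temperature. Signal: endpoint fluorescence intensity from OMFP dephosphorylation. Read-out basis: % inhibition. Benchmarks: no-enzyme and uninhibited controls.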
PABP1 MLLE inh = inhibitors of microRNA-mediated deadenylation, human PABP1 MLLE binding; AID 588489; GST-MLLE / FITC-PAM2 fluorescence polarization; inhibition, % at 20 µM; P11940; 360,000 tested, 0.36% active; in the data active = inhibition above about 35%, passing the limit was not always enough;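 also: plate controls were DMSO wells with GST-MLLE for no effect and wells lacking GST-MLLE protein for full effect; some results filed as inactive read as strong as hits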
STEP inh = STEP (human) phosphatase inhibition; recombinant STEP, OMFP fluorogenic substrate, fluorescence; inhibition, % at 20 µM; 360,000 tested, 0.25% active; P54829; AID 588621;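 active = inhibition at 20 µM, scaled per plate between control wells, above about 37%, limit read from the data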;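 also: 0% = DMSO with enzyme and substrate and 100% = substrate only without enzyme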
Target sequence (P54829 whole entry, looked up): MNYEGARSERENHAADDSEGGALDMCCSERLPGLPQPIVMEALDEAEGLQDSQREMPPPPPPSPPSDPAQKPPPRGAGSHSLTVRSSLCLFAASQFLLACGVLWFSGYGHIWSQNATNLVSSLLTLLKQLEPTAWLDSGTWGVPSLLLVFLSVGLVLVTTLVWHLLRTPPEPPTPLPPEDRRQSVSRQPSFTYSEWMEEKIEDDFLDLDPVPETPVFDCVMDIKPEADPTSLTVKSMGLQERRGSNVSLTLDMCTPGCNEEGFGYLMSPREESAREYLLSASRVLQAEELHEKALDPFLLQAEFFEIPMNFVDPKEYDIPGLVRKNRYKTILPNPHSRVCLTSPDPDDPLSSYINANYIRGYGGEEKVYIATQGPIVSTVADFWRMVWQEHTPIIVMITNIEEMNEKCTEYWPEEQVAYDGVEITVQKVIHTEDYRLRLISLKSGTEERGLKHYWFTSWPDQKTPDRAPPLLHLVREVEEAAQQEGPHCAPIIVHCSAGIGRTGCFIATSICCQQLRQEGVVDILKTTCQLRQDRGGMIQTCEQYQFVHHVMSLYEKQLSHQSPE
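Also added – OMFP at 25 µM · Test system – STEP tyrosine phosphatase · Technique – FITC-channel fluorescence of OMFP product · Schedule – 20 min at room temperature, dark · Evaluation – control-normalized % inhibition with plate pattern correction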
Rpn11 block = blocks the human proteasome subunit Rpn11 | O00487 | AID 588493 | calls only at 20 µM | human 26S proteasome, Ub4-pepOG fluorescence polarization; 20S core pre-blocked with epoxomicin | 360,000 tested, 0.59% active;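 active = inhibition at 20 µM, scaled to each plate's controls, above about 33%, limit read from the data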
NadD inh = blocks S. aureus nicotinate mononucleotide adenylyltransferase | purified NadD enzyme, colorimetric absorbance read-out | inhibition, % at 20 µM | 360,000 tested, 0.78% active | AID 602399; in the data active = inhibition above about 26%; also: some compounds past the cut are filed as inactive
SUMO1 PPI mod = alters human SUMO1 binding to SIM partners; SUMO1 binding to a labelled peptide, TR-FRET, 1 h; P63165; inhibition, % at 20 µM; 360,000 tested, 0.33% active; in the data active = inhibition above about 37%
TbMetRS inhib = blocks T. brucei methionyl-tRNA synthetase activity; purified T. brucei MetRS, ATP depletion, Kinase-Glo luminescence; inhibition, % at 11.9 µM; 360,000 tested, 0.4% active; AID 624268;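 active = inhibition above a per-plate cutoff of the control wells' mean inhibition plus 3 SD, cut at about 5.5% in these data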;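 also: 0% = DMSO wells median and 100% = median of wells with control inhibitor compound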
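Dosing: 11.9 µM compound single dose, 0.9% DMSO; Assay system: purified T. brucei MetRS enzyme; Measured by: Kinase-Glo luciferase luminescence reporting remaining unconsumed ATP; Schedule: 15 min plus 2 h at 25 °C.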
Numbers without * were called inactive; i = inactive; / = no result given.

Compound,DNMT1 block,Scp1 inh,CSN inh,LMPTP inh,PABP1 MLLE inh,STEP inh,Rpn11 block,NadD inh,SUMO1 PPI mod,TbMetRS inhib
O=C1CCCC2=C1C(c1ccc(Cl)cc1)N1C(=O)CCSC1=N2 (stereo not drawn),-2,-2,0,-2.6,-2,2,i,-6,-5,-0.1
CCCOc1ccc(N2C(=O)CC(NCCNc3ccc([N+](=O)[O-])cn3)C2=O)cc1 (stereo not drawn),1,-9,4,-3.9,9,3,i,2,-23,0.1
O=C(NCCO)c1cccc(-c2cnc3cccnn23)c1,0,/,-6,0.7,1,1,i,6,-17,0.0
Cc1cccc(C)c1-n1nnnc1C1(C)CCC(=O)N1CCCn1ccnc1 (stereo not drawn),/,/,0,-3.3,/,/,/,3,3,-0.8
S=C(Nc1ccccc1Cl)N1CCN(c2ccccn2)CC1,1,-14,4,5.2,-53,2,i,-5,12,-0.3
COc1ccc(NCc2nnc(SCCN3CCCCC3)n2-c2ccc(C)cc2)cc1,2,-5,2,0.2,-3,3,i,-6,0,-0.4
C=CCOc1ccc(/C=N/NC(C)=O)cc1OCC,0,-5,-2,-0.1,8,1,i,1,-5,0.5
COc1cc(NC(=O)CCNC(=O)Cn2cnc3ccccc3c2=O)cc(OC)c1OC,2,-12,-6,-0.4,3,-3,i,-8,-1,-0.6
COC(=O)C[C@H]1CC[C@@H](NS(=O)(=O)c2ccc(C)cc2)[C@@H](CO)O1,/,/,-4,-1.2,/,/,/,/,3,-0.1
C=CCNc1ncnc2c1ncn2[C@H]1CN(Cc2ccc(F)cc2)C[C@@H](CO)O1,4,/,0,-2.1,-4,1,i,-5,0,-0.2
COC(=O)c1ccc2nc(-c3ccc(C)cc3)c(Cc3cccc(Cl)c3)n2c1,/,/,2,7.3,/,/,/,5,4,-0.1
Cc1onc(-c2c(F)cccc2Cl)c1C(=O)OCc1cnc(Cl)s1,-2,-10,-7,1.3,11,6,i,-3,3,-0.3
Cc1ccc(-c2csc3ncnc(Oc4cccc5ccc(C)nc45)c23)cc1,-3,7,0,5.5,-2,2,i,6,3,-0.4
CCOc1ccc(N2CC(=O)N/C2=N\c2nc(C)cc(C)n2)cc1,0,0,-2,-2.0,5,2,i,1,-2,-0.3
O=c1[nH]c(Nc2ccc(F)cc2)cc2ccccc12,49,-2,35*,9.3,2,10,i,-1,32,17*
COC(=O)c1cn(CC(=O)N2C(C)CCCC2C)c2ccccc12 (stereo not drawn),-1,-1,-3,-1.8,10,0,i,5,2,-0.3
O=C(Nc1ccc2c(c1)OCO2)c1ccc(COc2ccc3c(c2)CCC3)o1,-15,-14,3,5.1,0,2,i,-6,-2,0.0
CC(C)Cn1c2c(c(O)c(C(=O)Nc3ncccc3O)c1=O)CCCC2,-2,9,-2,3.6,8,6,i,13,2,0.2
CCCc1nnc(SCC(=O)Nc2ccccc2Cl)n1CC1CCCO1 (stereo not drawn),3,-1,-1,0.0,3,-4,i,-5,4,-1.4
COc1ccc(-c2csc(NC(=O)c3cccc(S(=O)(=O)N4CCN(C)CC4)c3)n2)cc1,-12,-9,0,-3.5,4,4,i,1,15,0.0
C[C@@H]1CN([C@H](C)CO)C(=O)c2cc(Br)cnc2O[C@H]1CN(C)Cc1cccnc1,7,/,-2,-2.5,3,-1,i,2,2,-1.1
O=C(OCc1cccc(C(F)(F)F)c1)c1cc([N+](=O)[O-])ccc1N1CCOCC1,10,-10,5,3.3,-15,0,i,-1,-21,0.0
C=CCNc1nc(-c2ccc([N+](=O)[O-])cc2)cs1,-20,-7,2,-0.2,-19,-2,i,1,-27,-0.1
COc1cc(/C=C2\SC(=S)N(NC(C)=O)C2=O)ccc1OC(=O)c1ccco1,-8,-10,16,0.9,2,1,i,13,-10,-0.1
O=S(=O)(O)c1cc2onnc2c2ccccc12,-5,1,-1,0.1,35,0,i,2,-8,0.0

In a second layout: results already given
O=S(=O)(O)c1cc2onnc2c2ccccc12
  DNMT1 block = -5; Scp1 inh = 1; CSN inh = -1; LMPTP inh = 0.1; PABP1 MLLE inh = 35; STEP inh = 0; Rpn11 block = i; NadD inh = 2; SUMO1 PPI mod = -8; TbMetRS inhib = 0.0

CCCOc1ccc(N2C(=O)CC(NCCNc3ccc([N+](=O)[O-])cn3)C2=O)cc1 (stereo not drawn)
  DNMT1 block = 1; Scp1 inh = -9; CSN inh = 4; LMPTP inh = -3.9; PABP1 MLLE inh = 9; STEP inh = 3; Rpn11 block = i; NadD inh = 2; SUMO1 PPI mod = -23; TbMetRS inhib = 0.1

C=CCNc1nc(-c2ccc([N+](=O)[O-])cc2)cs1
  DNMT1 block = -20; Scp1 inh = -7; CSN inh = 2; LMPTP inh = -0.2; PABP1 MLLE inh = -19; STEP inh = -2; Rpn11 block = i; NadD inh = 1; SUMO1 PPI mod = -27; TbMetRS inhib = -0.1

COC(=O)C[C@H]1CC[C@@H](NS(=O)(=O)c2ccc(C)cc2)[C@@H](CO)O1
  DNMT1 block = /; Scp1 inh = /; CSN inh = -4; LMPTP inh = -1.2; PABP1 MLLE inh = /; STEP inh = /; Rpn11 block = /; NadD inh = /; SUMO1 PPI mod = 3; TbMetRS inhib = -0.1

Remaining list, next part
Compound,DNMT1 block,Scp1 inh,CSN inh,LMPTP inh,PABP1 MLLE inh,STEP inh,Rpn11 block,NadD inh,SUMO1 PPI mod,TbMetRS inhib
Cc1[nH]c(C)c(S(=O)(=O)N2CCN(c3ccc(Cl)cc3)CC2)c1C(=O)N1CCCC1,-3,-9,4,-0.3,0,0,i,2,-1,0.3
O=C(c1cc(-c2ccco2)on1)N1CCOCC1,4,-6,-6,0.1,5,-2,i,-7,-3,-1.5
COc1cccc(CSc2nnc(-c3ccncc3)n2N)c1,1,-6,-1,0.1,12,-2,i,-9,-2,-0.6
CCCCNC(=O)NC(C(=O)OC)C12CC3CC(CC(C3)C1)C2 (stereo not drawn),1,-1,-3,-1.2,3,0,i,-4,-1,-0.5
O=C(NCc1ccccc1)C1=C[C@@H](c2ccccc2)C[C@@H](OCc2ccc(CO)cc2)O1,-13,-15,3,1.5,-9,0,i,2,0,0.3
COc1ccc(-c2cn[nH]c2N)cc1,0,-2,0,-2.2,5,-3,i,-1,4,-0.8
C=CCSc1ncnc2c1oc1nc3c(cc12)COC(C)(C)C3,2,-7,0,-0.9,6,-1,i,-2,0,-0.5
C=CCNC(=S)NNC(=O)c1ccc(=O)n(Cc2ccccc2)c1,2,-4,-3,-1.3,-22,3,i,-1,4,13*
N#Cc1ccc(OCc2nnc(SCC(=O)c3ccccc3)n2-c2ccccc2)cc1,-5,1,3,2.4,-95,0,i,0,0,-1.2
Cc1ccc(NC(=O)Nc2ccccc2C#N)c(Cl)c1,-2,-5,1,-1.0,-5,-3,i,-7,0,1.9
CCOc1ccc(N(CC(=O)NCCOc2ccccc2OC)S(=O)(=O)c2ccccc2)cc1,0,-7,2,0.9,-7,-2,i,-3,3,-0.4
COc1ccc2nc(N3CCC(C)CC3)c(C#N)cc2c1,-16,-1,4,1.6,25,2,i,-2,-5,0.1
O=c1oc2ccc(C#CC3(O)CCCCC3)cc2cc1-n1cc(-c2ccsc2)nn1,2,16,5,2.3,-26,1,i,12,6,-0.2
O=C(O)c1[nH]c(-c2ccccc2)c2c1C(=O)N(C1CC1)C2=O,-2,/,1,-2.4,-2,-1,i,-6,-1,-0.3
CCCCCCCC(=O)NNC(=O)CC(=O)Nc1ccccc1C(=O)O,11,3,1,-0.4,0,-12,i,-3,11,-0.9
Oc1ccc(-c2[nH]ncc2-c2cccc3cccnc23)c(O)c1,1,-18,1,-1.0,-1,1,i,0,-6,-0.4
CC(C)(Oc1ccc(Cl)cc1)C(=O)NNC(=O)c1ccc(Br)o1,1,-5,4,-0.5,-15,0,i,2,-1,-0.3
O=C(Nc1ccc2ccccc2n1)c1ccccc1Br,-2,-1,1,-0.2,0,0,i,0,2,-0.5
CC(Sc1nncs1)C(=O)Nc1ccc(S(=O)(=O)Nc2ncccn2)cc1 (stereo not drawn),2,-2,-1,-0.7,11,-6,i,-1,-1,0.1
O=C(Nc1ccccc1)C1C(c2ccccc2)C1(Cl)Cl (stereo not drawn),1,-12,1,1.4,-6,-3,i,-2,6,1.7
COC(=O)c1ccc(NC(=O)c2ccc[n+]([O-])c2)cc1,-1,-3,-2,-0.5,13,-3,i,5,5,-0.4
COc1cccc(CN(C)C(=O)c2ccc(COc3ccc(Cl)cc3)cc2)c1OC,-5,-10,-1,5.7,9,2,i,-6,3,-0.3
COC(=O)c1ccc(/C=N/OCC(=O)Nc2cc(F)ccc2F)cc1,-1,-14,1,1.1,4,3,i,-3,-2,-0.7
CCOCCCNC(=O)CNC(=S)N(Cc1ccccc1F)C1CCCCC1,0,0,-1,-0.8,-138,4,i,5,1,-0.1
CCC(Cc1ccccc1)NC(=O)/C=C/c1ccco1 (stereo not drawn),17,9,12,-0.2,-15,-1,i,-5,-2,-0.5
Cn1nc(C(C)(C)C)cc1C(=O)N1CCCCC1c1cc(C(=O)Nc2cccc3c2CCCC3)no1 (stereo not drawn),-4,/,-2,0.9,6,0,i,2,5,-0.2
Nc1nc(NCC2CCCO2)nc(Nc2cccc(Cl)c2)c1[N+](=O)[O-] (stereo not drawn),1,-14,2,-1.2,-3,-3,i,-2,3,-0.7
CCNS(=O)(=O)c1ccc(NC(=O)c2c(-c3ccccc3)noc2C)cc1,-3,-4,-16,0.7,2,2,i,3,2,-0.8
O=C(NNC(=S)Nc1cccc(C(F)(F)F)c1)c1ccc(Cl)cc1Cl,3,-10,0,1.1,22,1,i,3,3,-0.7
CCn1c(SCC(N)=O)nc2ccccc2c1=O,5,-7,-4,-1.3,4,1,i,4,-1,0.0
CCn1c(CCNS(=O)(=O)c2ccccc2Br)nnc1SC,1,-10,7,-0.3,-18,-2,i,2,1,-0.2
COc1cc(/C=N\NC(=O)c2ccccc2F)ccc1Oc1ccc([N+](=O)[O-])cn1,2,-9,0,0.7,-2,2,i,-5,-26,-0.3
CCOCCCNC(=O)Cn1cc2c(n1)CCCCC2,1,-4,2,-0.1,-4,0,i,-3,10,-0.2
